# Screens as filed in PubChem BioAssay.
# ATXN viability: reduces viability in counter-screen for ATXN expression inhibitors; S2 cells (HEK-293 line with an ATXN2-luciferase reporter) viability, CellTiter-Fluor protease fluorescence, 24 h; Potency, µM (highest dose often 56.7 µM), usual class: cytotoxic; 0.49% of 400,000 active; AID 651635; also: potency is read from the fitted curve at half-maximal effect; nearly all actives have a fitted effect of over 40% in size
# TGFb inhibitor: blocks TGF-b signaling. HepG2 CAGA-GFP TGF-b/SMAD3 reporter, GFP fluorescence, 18 h; TGF-beta stimulated, 500 pg/mL final. Potency, µM (top dose mostly 46.1 µM), for the others: at the top dose activity, negative = inhibition, actives largely listed as inhibitors. 1.2% of 410,000 active; also: potency is read from the fitted curve at half-maximal effect; % is scaled to controls: 0 for no effect and ±100 for the full control effect; nearly all actives have a fitted effect of over 65% in size
#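 First, reporter cells (HEPG2 CAGA-GFP) rested 2 h at 37 degrees C. Next, compounds were pinned in and TGF-beta added to 500 pg/mL final. After 18 h, GFP was imaged per cell and summed per well.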
# ATXN2 expr inh: inhibitors of ATXN2 expression; HEK-293 ATXN2-luciferase reporter, luminescence, 24 h; Potency, µM (titrated, usually from 57 µM), inactives show at the highest dose activity change, negative = inhibition, usual class: inhibitors; 0.72% of 360,000 active; AID 1745845; also: potency is read from the fitted curve at half-maximal effect; % is scaled to controls: 0 for no effect and ±100 for the full control effect; nearly all actives have a fitted effect of over 55% in size
#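 qHTS (up to 57 uM final) was run with 24 h compound exposure of reporter cells at 37 °C. Each well was multiplexed: SteadyGlo luminescence measured ATXN2-luciferase expression after a fluorogenic Gly-Phe-AFC viability readout (25 uM final).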
# HepG2 tox: HepG2 cytotoxicity, counter-screen for TGF-b inhibitors. 0.76% of 410,000 active. HepG2 CAGA-GFP viability, ATP luminescence, 18 h. Potency, µM (doses to about 46.1 µM), inactives show at the top dose activity change, negative = cytotoxicity, usual class: cytotoxic; also: potency is read from the fitted curve at half-maximal effect; some results filed as inactive show a strong effect at the top dose
#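 CellTiter-Glo luminescence gave cytotoxicity after 18 hours at 37 degrees C. The cells were HepG2 CAGA-GFP in 1% FBS DMEM, stimulated with 500 pg/mL TGF-beta after compound addition. %Activity was normalised to no-cell wells (complete cell-killing) and DMSO (no toxicity), and curves were fitted and classified.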
# Nrf2 ARE act: Nrf2 pathway activation. 0.31% of 410,000 active. Potency, µM (doses to about 46.1 µM), without a hit: at the top dose activation, actives largely listed as activators. AID 624171. AREc32 ARE-luciferase reporter (MCF7-derived line), luminescence, 24 h; also: potency is read from the fitted curve at half-maximal effect; % of control where 0% means no effect; nearly all actives have a fitted effect of over 65% in size
#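 Each well held 1000 AREc32 cells, which were incubated with compound for 24 hr at 37 deg C after overnight attachment, and ARE reporter activity was quantified by firefly luciferase luminescence.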
# Nrf2 block: inhibitors of Nrf2 signaling | 2.1% of 360,000 active | Potency, µM (titrated, usually from 46 µM), without a hit: at the top dose activity change, negative = inhibition, usual class: inhibitors | A549 ARE-Fluc reporter, luciferase luminescence, 18-24 h; also: potency is read from the fitted curve at half-maximal effect; % is scaled to controls: 0 for no effect and ±100 for the full control effect; nearly all actives have a fitted effect of over 60% in size
#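 Concentration-response testing used A549 ARE_Fluc cells at 5000 cells/well. Following an 18-24 h compound incubation, viability was read by fluorescence (Ex 405/Em 525) and luciferase output by luminescence.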
# IL2 activator: IL-2 activation. 0.065% of 360,000 active. activation, % (series mostly up to about 46 µM). IL-2 activation reporter assay, cell-based qHTS; stimulated with anti-CD3/CD4/CD28 beads; in transgenic mouse T cells. AID 652025; in the data active = activation above about 50%; inconclusive = mostly about 30% to 49%; also: 0% is about no effect
#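 First, unstimulated transgenic mouse T cells were exposed to compound for 60 min. Next, anti-CD3/anti-CD4-coated beads with anti-CD28 were added. Finally, after 18 h at 37 degrees C, EGFP and DsRed were imaged.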
# A549 tox: counter-screen for Nrf2 inhibitors: cytotoxicity in A549 cells; A549 ARE-Fluc cells, CellTiter-Fluor viability, 18-24 h; Potency, µM (top dose mostly 46 µM), for the others: at the highest dose activity change, negative = cytotoxicity, most hits filed as inhibitors; 0.16% of 390,000 active; AID 504648; also: potency is read from the fitted curve at half-maximal effect; % is scaled to controls: 0 for no effect and ±100 for the full control effect
#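 A549 ARE-Fluc cells in 5% FBS OPTI-MEM, 5000 cells/well, rested 2 h then exposed to compounds in concentration-response for 18-24 h at 37 °C. Viability by CellTiter-Fluor fluorescence (Ex 405/Em 525) after 30 min; luciferase luminescence (BugLite, 15 min, RT) read afterwards.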
# EPAC2 ag: agonists of human EPAC2 (RAPGEF4); 0.079% of 360,000 active; Potency, µM (top dose mostly 154 µM), inactives show at the highest dose activation, most hits filed as activators; Q8WZA2; EPAC2 activation, biochemical qHTS; response scale: 100% = 6.5 mM cAMP response; also: potency is read from the fitted curve at half-maximal effect; nearly all actives have a fitted effect of over 50% in size
# Target sequence (Q8WZA2 whole entry, looked up): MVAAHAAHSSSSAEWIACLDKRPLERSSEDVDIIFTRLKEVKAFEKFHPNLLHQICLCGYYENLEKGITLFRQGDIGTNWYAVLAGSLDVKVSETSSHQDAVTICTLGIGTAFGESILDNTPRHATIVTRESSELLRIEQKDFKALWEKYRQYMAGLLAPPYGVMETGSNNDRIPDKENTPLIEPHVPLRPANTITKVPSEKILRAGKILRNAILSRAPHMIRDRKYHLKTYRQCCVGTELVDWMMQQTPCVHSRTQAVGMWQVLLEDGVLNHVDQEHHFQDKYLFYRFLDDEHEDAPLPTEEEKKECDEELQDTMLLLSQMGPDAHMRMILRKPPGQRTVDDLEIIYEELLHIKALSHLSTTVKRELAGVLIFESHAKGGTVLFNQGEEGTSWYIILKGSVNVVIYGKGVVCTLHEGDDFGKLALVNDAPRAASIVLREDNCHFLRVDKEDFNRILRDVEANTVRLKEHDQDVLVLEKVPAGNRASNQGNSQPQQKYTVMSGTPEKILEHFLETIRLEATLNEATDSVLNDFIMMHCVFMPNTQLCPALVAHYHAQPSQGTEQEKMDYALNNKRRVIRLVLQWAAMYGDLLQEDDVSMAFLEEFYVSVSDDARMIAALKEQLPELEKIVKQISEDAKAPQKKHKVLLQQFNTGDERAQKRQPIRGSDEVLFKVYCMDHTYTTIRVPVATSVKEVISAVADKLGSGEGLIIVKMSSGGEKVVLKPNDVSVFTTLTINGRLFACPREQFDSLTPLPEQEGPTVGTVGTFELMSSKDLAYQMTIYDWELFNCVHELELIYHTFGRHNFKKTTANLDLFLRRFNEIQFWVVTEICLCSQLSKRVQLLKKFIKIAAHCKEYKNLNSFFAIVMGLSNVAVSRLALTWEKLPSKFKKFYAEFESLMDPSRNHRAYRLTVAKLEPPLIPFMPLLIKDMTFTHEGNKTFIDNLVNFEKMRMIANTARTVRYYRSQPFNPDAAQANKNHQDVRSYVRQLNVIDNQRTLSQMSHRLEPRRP
#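 Readout is BODIPY fluorescence (480 nm excitation, 540 nm emission), which falls as labeled GDP is exchanged off Rap1B. EPAC2 at 100 nM acted on 250 nM RAP1B-BODIPY-GDP with 50 uM GDP present.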
# * marks the source's active call; other numbers are inactive results; i = inactive; ? = inconclusive; · = not tested or not shown; [ ] = dose if it differs, or a comment. Unless noted, calls follow the shape of the dose curve; as a rule, active = well fitted curve in the direction sought with a large enough effect; inconclusive = small, poorly fitted or top-dose-only effect, or another doubt; inactive = no such curve, though single readings can be large; an effect the other way counts as inactive or inconclusive.
1) COc1ccc(-c2csc(NC(=S)NC(=O)/C=C/c3ccccc3)n2)cc1Br
2) Cc1ccc(NC(=O)CCC(=O)N2Cc3ccccc3Oc3ncccc32)cc1Cl
3) COc1ccc(N2CCN(C(CNC(=O)C(=O)NCCCN(C)C)c3cccnc3)CC2)cc1 (configuration not stated)
4) CC(=O)N1CCOc2ccc(S(=O)(=O)NCc3ccccc3Cl)cc21
5) CCc1nnc(NC(=O)CCC(=O)NC2CCCc3ccccc32)s1 (configuration not stated)
6) COc1cc(CN2CCNC(=O)C2CC(=O)N(Cc2nccn2C)C(C)C)cc(OC)c1 (configuration not stated)
7) CCOC(=O)C(C)Sc1nc2ccccc2c(=O)n1CC1CCCCC1 (configuration not stated)
8) Cc1ccc(NC(=O)c2ccc(S(=O)(=O)N3CCCC3)cc2)cc1
compound no.	1	2	3	4	5	6	7	8
ATXN viability	i	i	i	i	i	i	i	i
TGFb inhibitor	23%	-3%	4%	5%	-4%	8%	?	-22%
ATXN2 expr inh	-11%	-11%	12%	-13%	5%	-23%	-4%	-8%
HepG2 tox	4%	-5%	-12%	0%	2%	6%	-21%	-21%
Nrf2 ARE act	-0.5%	0.3%	1.0%	-0.4%	0.0%	-0.2%	-1.1%	3.6%
Nrf2 block	-6%	2%	2%	-6%	8%	8%	-2%	7%
IL2 activator	-2.6	·	·	-2.5	4.8	-0.9	0.2	1.0
A549 tox	-5%	3%	-6%	3%	7%	4%	-8%	1%
EPAC2 ag	2%	·	·	-3%	-7%	12%	7%	0%

9) O=C(c1ccc(Br)o1)N1CCN(Cc2ccccc2Cl)CC1
10) COc1ccc(NC(C)=O)cc1S(=O)(=O)Nc1ccc(C(=O)N2CCCC2)cc1
11) Cc1cccc(OCCC(=O)Nc2ccc(F)c(F)c2)c1
12) CN1c2ccsc2C(O)=C(C(=S)Nc2ccccc2)S1(=O)=O
13) COc1cc(C2NC(=O)NC(C)=C2C(=O)OCC2CCCO2)cc(OC)c1OC (configuration not stated)
14) O=C(Nc1cccc(O)c1)C1CCCN1C(=O)OCc1ccccc1 (configuration not stated)
15) COc1ccc2c(c1OC)C(=O)N1c3ccccc3N=C(c3ccc([N+](=O)[O-])cc3)CC21 (configuration not stated)
16) CCOC(=O)c1c(-c2ccccc2)oc2ccc(NS(=O)(=O)c3ccc(C)cc3)cc12
compound no.	9	10	11	12	13	14	15	16
ATXN viability	?	i	i	i	i	i	?	?
TGFb inhibitor	-20%	-29%	?	28%	13%	?	-4%	?
ATXN2 expr inh	-19%	-11%	-21%	-9%	2%	9%	-9%	?
HepG2 tox	-43%	-8%	-23%	0%	-13%	-18%	-11%	-60%
Nrf2 ARE act	0.7%	-0.3%	-0.2%	1.0%	-3.2%	0.4%	3.0%	-0.3%
Nrf2 block	-11%	3%	-14%	?	0%	·	11%	?
IL2 activator	1.0	-1.5	-2.4	2.9	-2.0	1.2	0.2	·
A549 tox	1%	5%	16%	-10%	2%	-3%	-6%	2%
EPAC2 ag	6%	17%	15%	-5%	9%	-6%	-3%	·

17) CCC(=O)N1CCN=C1SCc1ccccc1
18) Cc1cccc2nc(Cn3c(=O)n(-c4ccc(Cl)cc4)c(=O)c4c5c(sc43)CCC5)cc(=O)n12
19) COCCNC(C(=O)Nc1ccc([N+](=O)[O-])cc1Br)c1ccccc1 (configuration not stated)
20) O=C(O)COCCN1CCN([C@H](c2ccccc2)c2ccc(Cl)cc2)CC1
21) O=C(NCCc1ccccc1F)[C@@H]1CSC2c3ccccc3C(=O)N21 (some centres not stated)
22) Cc1c(C(=O)CN2CCN(c3ccccc3)CC2)c2ccccc2n1C
23) CC1(C)CC(=O)c2cc(C(=O)N3CCN(CCO)CC3)c(=O)n(-c3ccc(Cl)cc3)c2C1
24) CCOc1nc(OCC)c2cnn(C)c2n1
compound no.	17	18	19	20	21	22	23	24
ATXN viability	i	i	i	i	i	i	i	i
TGFb inhibitor	9%	-32%	-18%	-4%	-10%	-9%	0%	1%
ATXN2 expr inh	5%	12%	1%	-3%	3%	-6%	3%	4%
HepG2 tox	11%	0%	2%	-10%	-21%	-6%	6%	22%
Nrf2 ARE act	-1.0%	-0.3%	0.2%	-0.8%	0.2%	2.2%	0.2%	2.3%
Nrf2 block	-26%	2%	?	3%	8%	-16%	7%	-1%
IL2 activator	5.1	·	-0.9	0.2	1.4	0.9	-1.5	1.1
A549 tox	-2%	0%	0%	16%	-3%	-1%	14%	-12%
EPAC2 ag	13%	·	2%	-7%	-3%	5%	4%	7%

25) Cn1c(=O)c2c(-c3ccc(Br)cc3)n(CCc3ccccc3)cc2n(C)c1=O
26) CC(=O)Nc1nonc1-c1nnc(SCc2ccc(F)cc2)n1C
27) COCCNC(=O)c1cc2c(=O)[nH]c3ccccc3c2s1
28) Cc1ccc(/C(O)=C2\C(=O)C(=O)N(Cc3cccnc3)C2c2ccccc2[N+](=O)[O-])cc1 (configuration not stated)
29) O=C(NCC1CCCO1)c1cccc(N2C(=O)C3C4C=CC(C4)C3C2=O)c1 (configuration not stated)
30) Cc1ccc(/C=C/c2nnc(-c3cccc(C)c3)o2)cc1
31) O=C(COC(=O)/C=C/c1nc2ccccc2s1)Nc1ccccc1Oc1ccccc1
32) COc1ccc(F)cc1-c1cc(NC=O)c2ncc(-c3cccc(C(F)(F)F)c3)n2c1
compound no.	25	26	27	28	29	30	31	32
ATXN viability	?	i	i	i	i	i	i	?
TGFb inhibitor	10µM*	3%	0%	-20%	3%	21%	5%	?
ATXN2 expr inh	?	10%	20%	26%	1%	22%	4%	-34%
HepG2 tox	-54%	-6%	5%	-10%	1%	-6%	-6%	13µM*
Nrf2 ARE act	-1.8%	-0.5%	-0.3%	7.0%	-0.7%	0.1%	13%	-0.3%
Nrf2 block	?	2%	-25%	11%	-10%	5%	0%	·
IL2 activator	·	·	1.8	5.7	-2.2	-0.5	0.1	-0.9
A549 tox	-13%	-9%	-1%	-2%	-14%	0%	1%	·
EPAC2 ag	·	·	5%	3%	-6%	5%	7%	3%

33) Cc1ccc(C(=O)CC(=O)c2ccc(C)cc2O)cc1
34) CC(=O)Nc1c2c(nn1-c1ccccc1C)CS(=O)C2 (configuration not stated)
35) C=CCn1c(SCc2ccc(C(=O)Nc3ccccc3)cc2)nnc1-c1ccccc1
36) NC(=O)NCC(=O)N1CCN(S(=O)(=O)c2ccc(Cl)s2)CC1
37) Cc1oc2c(c1C(=O)Nc1ccc(Cl)cc1F)C1=NCCN1C=N2
38) CN1C(=O)N(C)c2cccc3cccc1c23
39) CCn1c(=O)cc(SCC(=O)N2CCN(c3ccccn3)CC2)c2ccccc21
40) COc1ccc(-c2ccc(N)cn2)cn1
compound no.	33	34	35	36	37	38	39	40
ATXN viability	·	i	i	i	i	i	i	i
TGFb inhibitor	-5%	20%	-4%	0%	14%	0%	-1%	-14%
ATXN2 expr inh	-6%	·	-28%	8%	-3%	-12%	66%[activator]	14%
HepG2 tox	-26%	6%	1%	4%	-1%	3%	-10%	8%
Nrf2 ARE act	-1.0%	-0.4%	0.0%	-1.0%	4.5%	-0.1%	16%	3.3%
Nrf2 block	11%	1%	·	9%	?	-18%	2%	10%
IL2 activator	-3.3	-0.7	-2.6	-0.1	·	-2.3	0.5	0.4
A549 tox	6%	-1%	0%	-1%	8%	11%	?	1%
EPAC2 ag	15%	15%	-1%	7%	·	-3%	8%	11%

41) Cc1cccc(NC(=O)COC(=O)CN2C(=O)C3CCCCC3C2=O)c1C (configuration not stated)
42) O=C(COc1ccc(Cl)cc1)NCc1nnc(SCC(=O)Nc2ccc(F)cc2F)o1
43) O=S(=O)(Cc1ccccc1Cl)Nc1ccccn1
44) OCCN(Cc1ccccc1)CC1CC2C=CC1C2 (configuration not stated)
45) Cc1ccc2c(C(=O)CN3CCOCC3)c(C)[nH]c2c1
46) O=C(CCCOc1ccc(Cl)cc1Cl)N/N=C/c1cccc([N+](=O)[O-])c1
47) Cc1cccc(NC(=O)c2ccccc2Br)n1
48) CN(c1ccc(C(=O)NCc2ccc3c(c2)OCO3)cc1)S(=O)(=O)c1ccccc1
49) Cc1ccc(CNC(=O)CN2C(=O)NC(C)(c3ccc(Cl)cc3)C2=O)cc1 (configuration not stated)
compound no.	41	42	43	44	45	46	47	48	49
ATXN viability	i	i	i	i	i	i	i	i	i
TGFb inhibitor	7%	3%	1%	-6%	2%	1%	-1%	-4%	-4%
ATXN2 expr inh	·	-9%	4%	-8%	0%	-18%	25%	-3%	-20%
HepG2 tox	4%	-6%	-1%	16%	-7%	5%	-17%	-26%	1%
Nrf2 ARE act	-1.5%	-0.3%	0.1%	-0.2%	-0.4%	17%	23%	0.5%	0.0%
Nrf2 block	·	18%	10%	16%	-12%	-19%	?	-28%	-1%
IL2 activator	0.3	1.0	1.4	-2.1	-1.2	-1.5	-3.0	7.6	-0.1
A549 tox	·	14%	1%	16%	12%	-2%	-1%	5%	-4%
EPAC2 ag	0%	5%	-4%	7%	1%	-8%	-3%	18%	5%
